Assay outcomes as filed in PubChem BioAssay.
KOR beta-arrestin-1: KOR antagonists, beta-arrestin recruitment, cell-based, luminescence, uHTS (AID 1778) | KOR beta-arrestin recruitment, luminescence, antagonist mode; higher % means a stronger effect | inhibition, % at 10 µM; hits with a dose series show IC50 in µM | 290,000 compounds, 0.091% hits; in the data active = inhibition above about 50%; also: strong numbers were not always called active
HIV fusion peptide: cell-free HIV fusion peptide-binding blockers – biochemical, uHTS, fluorescence dequenching, primary screen (AID 1986). cell-free peptide binding, fluorescence dequenching, 30 min; higher % means a stronger effect. inhibition, % at 20 µM; hits with a dose series show IC50 in µM. 290,000 compounds, 0.3% hits; in the data active = inhibition mostly above about 52%, no sharp cut-off; inactive = mostly below about 76%; also: some results filed as inactive read as strong as hits
GPR55 activation: GPR55 agonists via beta-arrestin recruitment, primary screen, imaging, U2OS cells, beta-arrestin-GFP redistribution (AID 1961); U2OS GPR55 beta-arrestin-GFP redistribution imaging; higher % means a stronger effect; activation, % at 10 µM; hits with a dose series show EC50 in µM; 290,000 compounds, 0.048% hits;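 active = activation above 40% with more than 50 cells counted in the well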;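 also: U2OS osteosarcoma cells stably expressing GPR55 and beta-arrestin-GFP; plate controls were DMSO negative control for no effect and LPI positive control for full effect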
GPR55 LPI antagonism: GPR55 antagonists blocking LPI-driven arrestin recruitment, primary screen, imaging, U2OS, beta-arrestin-GFP, LPI agonist (AID 2013). U2OS GPR55 beta-arrestin-GFP translocation imaging, LPI antagonism; higher % means a stronger effect. inhibition, % at 10 µM, or IC50 in µM where a hit was titrated. 290,000 compounds, 0.13% hits;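 active = spots per cell inhibited over 60%, with over 100 cells counted and total cytoplasm intensity under 500,000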;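 also: U2OS cells stably carrying GPR55 and arrestin-GFP stimulated by 5 µM LPI near EC80; imaged beta-arrestin-GFP aggregate spots per cell after agonist stimulation; plate controls were LPI-stimulated DMSO wells for no effect and DMSO wells without LPI for full effect; some results filed as inactive read as strong as hits; confirmed hits need IC50 under 10 µM and bright autofluorescent wells are also inconclusive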
KOR beta-arrestin-2: KOR agonists, beta-arrestin recruitment, primary screen, cell-based, luminescence, uHTS (AID 1777) | KOR beta-arrestin recruitment, luminescence; higher % means a stronger effect | activation, % at 10 µM; hits with a dose series show EC50 in µM | 280,000 compounds, 0.02% hits; in the data active = activation above about 50%, passing the limit was not always enough; also: a part of the inactive calls stands beside numbers as strong as those of hits
Siah-1 displacement: Siah-1 peptide-binding antagonists, primary screen, biochemical, fluorescence polarization, rhodamine-plectin, uHTS (AID 1817); Siah-1 / rhodamine-plectin peptide fluorescence polarization; higher % means a stronger effect; displacement, % at 20 µM, or IC50 in µM where a hit was titrated; 290,000 compounds, 0.02% hits;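 active = displacement of at least 50% at 20 µM, with a fluorescence ratio check between 0.3 and a set limit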;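 also: plate controls were Siah plus tracer with DMSO for no effect and tracer alone without Siah for full effect; strong numbers were not always called active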
AID2073: disruptors of CaV2.2 binding to Mint1 – biochemical, HTRF (AID 2073); HTRF protein-protein interaction, Mint1-CaV2.2; higher % means a stronger effect; one-dose inhibition, % at 20 µM; IC50 in µM for titrated hits; 290,000 compounds, 0.19% hits; in the data active = inhibition mostly above about 51%, no sharp cut-off; also: some results filed as inactive read as strong as hits
GPR35 arrestin U2OS: inhibition of zaprinast-stimulated GPR35 beta-arrestin translocation – imaging, U2OS, beta-arrestin-GFP, zaprinast agonist, primary screen (AID 2058) | U2OS GPR35 beta-arrestin-GFP translocation imaging, zaprinast antagonism; higher % means a stronger effect | inhibition, % at 10 µM, or IC50 in µM where a hit was titrated | 290,000 compounds, 0.052% hits;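 active = inhibition of at least 50% with at least 30 cells and total cytoplasm GFP at most 10,000,000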
NOD1 NF-kB reporter: inhibition of NOD1-driven NF-kB reporter – cell-based, luminescence, uHTS, primary screen (AID 1578) | NOD1-driven NF-kB luciferase reporter cells, luminescence; higher % means a stronger effect | one-dose inhibition, % at 4 µM; EC50 in µM for titrated hits | 290,000 compounds, 1% hits; in the data active = inhibition mostly above about 36%, no sharp cut-off; inactive = mostly below about 34%;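 also: HEK-293T reporter cells stimulated with the NOD1 agonist gamma-tri-DAP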
* hit, by the source's call; . = no result given; [ ] = another dose, or the depositor's remark. These rows are one share of the data; rates above refer to the full screens.

SMILES	KOR beta-arrestin-1	HIV fusion peptide	GPR55 activation	GPR55 LPI antagonism	KOR beta-arrestin-2	Siah-1 displacement	AID2073	GPR35 arrestin U2OS	NOD1 NF-kB reporter
CCN1CCCc2cc(CN(CCN3CCOCC3)C(=S)Nc3ccc(OC)c(OC)c3)ccc21	21%	0.2%	-0.3%	12%	-2.7%	-2%	10%	-3%	12%
COc1ccccc1Nc1nnc(SCC2CCCCO2)s1 (configuration not stated)	18%	-1.1%	-0.4%	4%	-5.2%	-5%	-5%	20%	-57%
CCOc1ccc(CCNC(=O)Nc2ccccc2)cc1OCC	2%	-1.5%	-0.1%	-6%	-2.4%	-10%	14%	17%	-1%
O=c1c2cnn(-c3ccccc3)c2nc(-c2cccs2)n1-c1ccc(Br)cc1	0%	1.7%	-0.3%	1%	13%	2%	20%	-9%	8%
O=C(COC(=O)c1ccc(O)cc1)Nc1nccs1	-11%[20 µM]	0.4%	-0.1%	11%	.	0%	19%	-12%	-11%
CC(=O)Nc1ccc2c(c1)c1ccccc1n2C(C)=O	-36%	-1.8%	-0.2%	-6%	-2.3%	2%	-1%	-4%	-35%
COc1cc(C2=NOC(C(=O)NCc3cccs3)C2)cc(OC)c1OC (configuration not stated)	-36%	-2.2%	-0.2%	-11%	-8.6%	2%	1%	1%	13%
CCC(C)[C@H](NC(=O)N1c2ccccc2NC(=O)[C@@H]1C(C)C)C(=O)N[C@@H](Cc1ccccc1)C(=O)O (some centres not stated)	-53%[20 µM]	1.1%	-0.1%	-13%	-1.9%	0%	-2%	4%	-26%
N#CCC(=O)Nc1ccc(C(=O)NCc2ccccn2)cc1	-46%	0.8%	-1.1%	2%	6.2%	-5%	6%	-4%	-33%
CCc1ccccc1NC(=S)NN	16%	-0.5%	-0.2%	6%	-1.2%	11%	-25%	-5%	-24%
O=C(NCc1ccncc1)c1cccc(Cn2cc(Br)cn2)c1	31%	-1.3%	-0.2%	5%	-3.1%	0%	-3%	-6%	3%
COC(=O)c1ccc(C2C(Oc3ccc(OC)cc3)C(=O)N2CCc2ccc(F)cc2)cc1 (configuration not stated)	-2%	-0.7%	-0.1%	16%	0.4%	4%	7%	7%	.
CCCCOc1ccc(C(=O)OCC(=O)Nc2cc(C)c(C)cc2[N+](=O)[O-])cc1	-43%	1.0%	-0.3%	-6%	5.4%	3%	-2%	2%	42%
COc1ccc(C(=O)OCC[N+]2(C)CCOCC2)cc1	12%	3.1%	-0.2%	12%	-3.4%	2%	5%	-1%	-6%
CCOC(=O)CN1C(=O)C(O)(c2c(C)[nH]c3ccccc23)c2ccccc21 (configuration not stated)	15%	0.7%	-0.1%	16%	0.9%	-1%	-5%	9%	-14%
NS(=O)(=O)c1ccc(NC(=O)c2ccc3c(c2)OCO3)cc1	10%	-1.7%	0.6%	8%	0.4%	1%	10%	-17%	-2%
COc1ccc(S(=O)(=O)Nc2ccc(-n3cccc3)cc2)cc1	-43%	-0.5%	0.4%	0%	8.5%	0%	-4%	-2%	16%
COc1cc(/C=N/n2c(C3CCCCC3)n[nH]c2=S)cc(Br)c1O	-10%	3.3%	0.3%	2%	3.1%	-6%	-34%	-4%	-15%
Cn1c(CSCc2ccc(Cl)cc2Cl)n[nH]c1=S	-57%[20 µM]	-1.1%	-0.1%	-5%	0.8%	1%	3%	-20%	21%
Cc1ccc(-n2nc(C(=O)N/N=C/c3cccc(C(F)(F)F)c3)c3ccccc3c2=O)cc1C	7%	8.0%	-0.3%	0%	-0.5%	1%	27%	-8%	-50%
Cc1ccc(NC(=O)CN2C(=O)S/C(=C\c3cc(C)n(C)c3C)C2=O)cc1	20%	0.6%	0.2%	8%	-2.2%	2%	-8%	24%	2%
CC(NC(=O)c1ccc(C(C)(C)C)cc1)C(c1cccs1)N1CCOCC1 (configuration not stated)	-5%	0.6%	-0.1%	4%	-2.4%	5%	7%	4%	-17%
O=C(COC(=O)Cc1ccc(Cl)cc1Cl)Nc1ccc(OC(F)F)cc1	-14%	-0.8%	-0.3%	3%	10%	6%	-2%	15%	-11%
COc1ccc(C(=O)N2CCc3c([nH]c4ccccc34)C2C(F)(F)F)cc1 (configuration not stated)	5%	-0.2%	1.9%	14%	-1.4%	1%	-4%	3%	1%
Cc1c(CCC(=O)O)c(=O)oc2c(C)c(OCc3ccccc3Cl)ccc12	-29%	27%	0.0%	0%	-2.7%	45%	17%	3%	.
(more compounds)
SMILES	KOR beta-arrestin-1	HIV fusion peptide	GPR55 activation	GPR55 LPI antagonism	KOR beta-arrestin-2	Siah-1 displacement	AID2073	GPR35 arrestin U2OS	NOD1 NF-kB reporter
O=C(NCc1ccccn1)c1cc(-c2ccc(Br)cc2)nc2ccccc12	5%	0.4%	0.1%	1%	3.3%	22%	8%	15%	-19%
Cc1c(/C(O)=C2\C(=O)C(=O)N(CCN(C)C)C2c2cccnc2)cnn1-c1ccccc1 (configuration not stated)	-15%	0.2%	-0.1%	1%	-2.5%	-1%	2%	13%	-10%
C=CCN1C(=O)C(=O)N(Cc2nc3ccccc3s2)C1=O	39%	-0.2%	1.0%	4%	-0.9%	2%	7%	-3%	-59%
Cc1ccc(OCC(=O)Nc2nnn(C)n2)c(C)c1	18%	-0.6%	0.3%	-7%	12%	0%	-12%	4%	-2%
Cc1c(Cl)cnc(NC(=O)COC(=O)c2nn(C)c(=O)c3ccccc23)c1Cl	1%	4.5%	0.3%	2%	-0.9%	-3%	25%	-3%	-10%
COc1ccc(N2C(=O)c3ccccc3NC2c2ccc(OC)c(CN3CCOCC3)c2)cc1 (configuration not stated)	12%	0.0%	0.0%	6%	-1.4%	14%	7%	-4%	-9%
CCOC(=O)C1CCCN(C(=O)c2cc3c(OC)c(OC)c(OC)cc3[nH]2)C1 (configuration not stated)	-18%	-1.1%	0.0%	11%	-0.3%	1%	21%	0%	-18%
CCOC(=O)N1CCc2c(sc3c2c(=O)n(Cc2ccccc2)c(=O)n3Cc2ccc(C)cc2)C1	-6%	-1.2%	0.8%	3%	-2.5%	2%	5%	-1%	-7%
O=C(CCn1c(=O)oc2ccccc21)NCCCN1CCCC1=O	-8%	1.2%	-0.1%	6%	-3.7%	-1%	4%	-14%	-7%
Cc1cc(NS(=O)(=O)c2ccc(Nc3nc(-c4ccc(C)c(C)c4)cs3)cc2)no1	-34%	49%	-0.2%	15%	5.2%	-16%	14%	5%	45%
O=C(O)c1ccc(NCc2nc3ccccc3n2Cc2ccccc2)cc1	7%	1.1%	-0.1%	4%	-2.2%	-1%	3%	-7%	5%
Cc1csc(NC(=O)CS(=O)(=O)Cc2ccccc2)n1	-16%[20 µM]	0.1%	-0.1%	-4%	-1.4%	-1%	-11%	18%	-29%
O=C(NCC(=O)N(Cc1ccccc1)C(C(=O)NCC1CCCO1)c1ccccc1)c1cccs1 (configuration not stated)	26%	0.6%	-0.4%	4%	-2.3%	2%	1%	-12%	-30%
Cc1cc(C)n(-c2ccc(C(=O)Nc3cccnc3Cl)cc2)n1	20%	-0.2%	-0.3%	19%	-1.0%	3%	0%	-4%	-42%
COc1ccc(/C=C(\C#N)C(=O)ONC2=NCCCCC2)cc1	3%	3.2%	2.2%	19%	-3.4%	9%	12%	-6%	-30%
O=c1oc2ccccc2cc1-c1csc(Nc2nc3ccc(F)cc3s2)n1	2%	15%	0.6%	1%	-4.2%	-2%	41%	.	14%
CC(=O)C1=C(C)OC2(O)c3ccccc3C(=O)C12O (configuration not stated)	13%	-1.8%	0.3%	1%	-0.5%	11%	-14%	7%	2%
CCn1cc(CN(C)C(=O)/C=C/c2ccc([N+](=O)[O-])cc2)c(C)n1	-5%	0.6%	0.0%	-1%	1.0%	-5%	10%	16%	-16%
CN1CCN(c2ccccc2NC(=O)Cc2cn(C)c3ccccc23)CC1	-50%	16%	-0.2%	21%	9.1%	2%	-10%	8%	-2%
N#Cc1nc(-c2ccco2)oc1N1CCN(Cc2ccccc2)CC1	-27%	-1.3%	-0.2%	3%	12%	2%	27%	7%	-21%
CCCCCC(=O)Nc1cccc2ccccc12	-4%	1.2%	-0.4%	3%	5.6%	-1%	-3%	-6%	-20%
O=C(NCC1CCCO1)c1ccc2c(=O)n(-c3ccccc3)c(=S)[nH]c2c1 (configuration not stated)	-22%	-0.9%	-0.4%	-21%	5.5%	-5%	-9%	-12%	11%
CCOc1cccc(CNc2ccc(O)cc2)c1OCc1ccccc1Cl	-30%	23%	0.1%	5%	0.0%	38%	-4%	-3%	39%*
COc1cc(OC)c2ccc(=O)oc2c1C(CC(=O)N1CCOCC1)c1ccc(N(C)C)cc1 (configuration not stated)	5%	0.8%	0.3%	-6%	-3.8%	-3%	-3%	-9%	-8%
C/C(CC(C)C)=N/Nc1ccc([N+](=O)[O-])cc1[N+](=O)[O-]	-6%	-4.0%	0.2%	-14%	2.1%	3%	-6%	0%	4%
(next part)
SMILES	KOR beta-arrestin-1	HIV fusion peptide	GPR55 activation	GPR55 LPI antagonism	KOR beta-arrestin-2	Siah-1 displacement	AID2073	GPR35 arrestin U2OS	NOD1 NF-kB reporter
O=C(NC(=S)Nc1cccnc1)c1ccccc1	-24%	0.5%	-0.2%	-3%	3.5%	-6%	-8%	-8%	34%
CC1CCN(C(=O)COC(=O)c2ccc(Br)o2)CC1	-35%	0.4%	-0.1%	-8%	-7.8%	2%	2%	3%	-4%
O=C(Nc1cc(S(=O)(=O)N2CCOCC2)ccc1Cl)c1cc(=O)c2ccccc2o1	17%	-3.1%	0.3%	13%	-1.4%	-6%	-6%	2%	21%
CCOC(=O)c1[nH]cnc1N=Nc1c(O)ccc2ccccc12	41%	40%	-0.5%	-3%	-4.4%	8%	7%	10%	-32%
CC1(C)CSC(=NCCc2ccccc2)N1	-26%	-0.4%	0.4%	5%	4.3%	0%	-13%	8%	-35%
Cc1ccccc1C(=O)N1CCN(S(=O)(=O)c2ccccc2)CC1	22%	1.0%	-0.1%	5%	-5.2%	1%	14%	-7%	-47%
CC(=O)c1ccc(OCCCC(=O)N2CCN(S(=O)(=O)c3cccs3)CC2)cc1	-10%	0.9%	0.4%	5%	-3.9%	4%	-2%	6%	3%
CC1Oc2ccccc2N(CC(=O)NCCN2CCOCC2)C1=O (configuration not stated)	-10%	-0.8%	-0.3%	4%	-4.5%	4%	8%	7%	-2%
c1ccc(SCCCCNC2CCCC2)cc1	21%	-1.2%	0.1%	4%	1.8%	-3%	11%	18%	2%
COc1cccc(CNC(=O)CCC2CCCN(c3cc(C)nc(N)n3)C2)c1 (configuration not stated)	18%	-1.3%	-0.2%	-5%	-1.7%	5%	-6%	-7%	-50%
